NALP1 inh – NALP1 inflammasome inhibitors in reconstituted yeast, colorimetric, S. cerevisiae, triplicate retest; S. cerevisiae NALP1/ASC/caspase-1 growth, X-gal OD620, 72 h; inhibition, % at 10 µM; 0.61% of 280,000 active; in the data active = inhibition mostly above about 24%, no sharp cut-off; inactive = mostly below about 32%; note: some compounds called inactive have numbers as strong as hits
MEKK2wt PB1 HTS – modulators of MEK5 binding to wildtype MEKK2, primary screen, biochemical, multiplex bead flow cytometry, Alexa488-MEK5; Mitogen-activated protein kinase kinase kinase 2 (Homo sapiens), Q9Y2U5; Alexa488-MEK5 binding to MEKK2 WT; actives lie on both sides; binding response (% of control), % at 10 µM; 1.1% of 290,000 active; in the data active = binding response below about 67% or above about 130%
GPR7 antag – GPR7 receptor antagonists, primary screen, cell-based, fluorescence, single concentration | 1.1% of 290,000 active | GPR7-expressing cells, fluorescence antagonist assay | AID 1861, 2009 | Neuropeptides B/W receptor type 1 (Homo sapiens), P48145 | inhibition, % at 4.4 µM; in the data active = inhibition above about 16%, passing the limit was not always enough;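 note: cells stimulated with the agonist NPW; 0% = agonist with vehicle and 100% = vehicle without agonist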
MEKK3 PB1 HTS – modulators of MEKK3-MEK5 PB1 binding, primary screen, biochemical, wildtype MEKK3, multiplex bead flow cytometry, Alexa488-MEK5. Mitogen-activated protein kinase kinase kinase 3 (Homo sapiens), Q99759. bead-based flow cytometry, Alexa488-MEK5 binding to MEKK3; actives lie on both sides; 0 = blocked by unlabeled MEK5, 100 = vehicle. binding response (% of control), % at 10 µM. 1.4% of 290,000 active;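 active = binding response more than 3 SD above or below the average of its plate-row segment, actives on both sides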;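 note: Alexa488 bead fluorescence after subtracting the streptavidin-only scavenger bead signal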
MEKK2mut PB1 HTS – MEK5 binding signal on mutant MEKK2 PB1, primary screen, biochemical, multiplex bead flow cytometry, Alexa488-MEK5 | Alexa488-MEK5 binding to MEKK2 mutant | percent response, % at 10 µM | 0.35% of 290,000 active; in the data active = percent response above about 24%, passing the limit was not always enough; note: inactives centre near 1; some results filed as inactive read as strong as hits; reference of the scale not given here
OXTR agonist – human OXTR agonists, primary screen, fluorescence, CHO-OTR cells, Fluo-8 calcium. activation, % at 3 µM. Oxytocin receptor (Homo sapiens), P30559. 0.32% of 320,000 active. Fluo-8 calcium fluorescence; normalized: DMSO 0%, oxytocin 100%. AID 2435, 2010;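 active = activation above the mean of all tested compounds plus 3 SD, cutoff set per screening run, cut at about 20% in these data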;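 note: peak over basal fluorescence ratio from a 100 s FLIPR kinetic read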
Target sequence (P30559 whole entry, looked up): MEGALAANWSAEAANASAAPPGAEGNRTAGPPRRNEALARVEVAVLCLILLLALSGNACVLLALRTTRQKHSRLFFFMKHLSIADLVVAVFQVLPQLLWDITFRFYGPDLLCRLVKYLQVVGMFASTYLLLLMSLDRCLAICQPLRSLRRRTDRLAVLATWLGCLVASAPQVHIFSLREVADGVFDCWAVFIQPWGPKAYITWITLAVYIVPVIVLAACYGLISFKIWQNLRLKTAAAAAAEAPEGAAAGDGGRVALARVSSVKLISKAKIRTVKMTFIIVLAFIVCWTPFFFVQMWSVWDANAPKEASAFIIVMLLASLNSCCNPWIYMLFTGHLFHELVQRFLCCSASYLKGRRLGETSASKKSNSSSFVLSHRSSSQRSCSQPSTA
PHOSPHO1 inh – PubChem AID 1565; Phosphoethanolamine/phosphocholine phosphatase (Homo sapiens), Q8TCT1; recombinant PHOSPHO1, absorbance phosphatase assay; inhibition, % at 13.3 µM; 1.1% of 290,000 active; in the data active = inhibition above about 60%
GalR3 antag – GalR3 antagonists in HEK293 cells, primary screen, cell-based, fluorescence readout | Galanin receptor type 3 (Homo sapiens), O60755 | HEK293 GalR3-CNG cAMP membrane potential fluorescence; galR3 body fused to GalR1 C-terminus | inhibition, % at 3 µM | 0.44% of 360,000 active;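 active = inhibition above the screen-wide average plus 3 SD, cut at about 13% in these data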;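 note: forskolin and galanin both at EC90 stimulate the cells; cAMP rise reported by CNG channel membrane potential dye signal; 0% = forskolin plus galanin with DMSO and 100% = forskolin alone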
V1aR counter – agonists of human V1a receptor, primary screen, counter-screen for OXTR agonist project, fluorescence, CHO-V1R cells; AID 2797, 2010; activation, % at 3 µM; Vasopressin V1a receptor (Homo sapiens), P37288; 0.25% of 320,000 active; Fluo-8 calcium fluorescence, agonist mode; 0% DMSO, 100% 3 nM vasopressin;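 active = activation above the mean activation of all tested compounds plus 3 SD, per screening run, cut at about 20% in these data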;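 note: signal is peak over basal fluorescence ratio across a 100 second FLIPR read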
Target sequence (P37288 whole entry, looked up): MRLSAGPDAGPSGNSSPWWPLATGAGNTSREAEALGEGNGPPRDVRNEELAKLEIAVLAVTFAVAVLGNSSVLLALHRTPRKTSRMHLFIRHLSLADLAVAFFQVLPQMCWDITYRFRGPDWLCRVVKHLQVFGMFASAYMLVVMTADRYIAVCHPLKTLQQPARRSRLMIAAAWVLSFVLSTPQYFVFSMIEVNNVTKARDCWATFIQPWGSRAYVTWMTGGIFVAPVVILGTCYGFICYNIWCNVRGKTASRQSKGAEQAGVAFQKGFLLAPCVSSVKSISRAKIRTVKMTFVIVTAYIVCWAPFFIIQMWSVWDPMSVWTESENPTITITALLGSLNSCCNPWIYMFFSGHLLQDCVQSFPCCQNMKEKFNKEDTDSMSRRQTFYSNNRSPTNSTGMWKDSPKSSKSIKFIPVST
* hit, by the source's call; . = no result given.

cpd	SMILES	NALP1 inh	MEKK2wt PB1 HTS	GPR7 antag	MEKK3 PB1 HTS	MEKK2mut PB1 HTS	OXTR agonist	PHOSPHO1 inh	GalR3 antag	V1aR counter
1	Cc1nn(C)c(Cl)c1CN1CCCC(CCC(=O)NCc2ccccc2F)C1 (configuration not stated)	5	96	-2	103	-10	1.0	10	-1	-0.2
2	CC(C)(C)c1ccc(OCC(=O)N2CCN(C=O)CC2)cc1	30	99	-22	96	3	0.5	14	1	1.4
3	COc1ccc(-c2[nH]ncc2-c2cnc(C)s2)c(O)c1	-17	109	-8	105	8	1.4	3	-9	3.8
4	O=C(COc1cccc(-n2cnnn2)c1)NC1CCCCC1	4	102	-6	103	-1	-0.5	41	-6	0.0
5	CC(C)OP(=O)(OC(C)C)C1(O)C(=O)Nc2ccccc21 (configuration not stated)	-1	102	3	93	0	0.2	40	-3	0.1
6	COc1cccc(C(=O)NCC2CCCN(C3CCCCC3)C2)c1OC (configuration not stated)	2	109	2	106	-2	.	14	-12	.
7	CC(C)C(NC(=O)CN1C(=O)c2cccc3cccc1c23)C(C)C	14	97	3	96	0	-0.3	25	-11	0.1
8	O=[N+]([O-])c1cccc(-c2noc(COc3ccccc3)n2)c1	35	95	-13	99	-4	-1.7	-20	-6	-0.4
9	CC(C)[C@H](NC(=O)[C@@H]1Cc2ccccc2CN1C(=O)OC(C)(C)C)C(=O)NCC1CCC(C(=O)O)CC1 (some centres not stated)	1	104	-6	104	5	0.3	24	-5	0.0
10	O=C(Nc1ccc(N2CCCCC2)cc1)c1ccccn1	4	95	-13	89	-2	-0.9	32	.	1.2
11	C=CCOc1ccc(CNc2ccc3[nH]c(=O)[nH]c3c2)cc1OCC	10	88	9	101	-11	0.3	1	-5	-0.4
12	CCC(Sc1nc(C)cc(=O)[nH]1)C(=O)Nc1sc2c(c1C#N)CCCC2 (configuration not stated)	6	96	-8	91	-10	1.4	47	-3	1.2
13	CCNc1nc(NCc2ccccc2)nc(SCC(N)=O)n1	4	100	-9	99	2	-0.3	-10	-3	0.0
14	Cc1cc(C2(c3ccc(O)c(C)c3)C(=O)Nc3ccccc32)ccc1O	3	97	-11	105	2	-0.9	-29	1	-0.7
15	COC(=O)[C@@H](NC(=O)NCc1ccccc1Cl)C(C)C	13	104	0	101	4	-0.5	-7	0	-0.5
16	CC(C)C(=O)NC(=S)N(Cc1ccccc1)Cc1ccccc1	16	101	-1	101	-2	-1.8	-27	2	-1.9
17	COc1ccc(-c2noc(-c3cccs3)n2)cc1OC	-7	100	-8	98	-1	-1.0	33	-4	-0.1
18	CCN(C(=O)CN1C(=S)NC(C)(C)CC1C)c1ccc(C)c(C)c1 (configuration not stated)	-14	99	-2	100	0	-0.4	9	-2	1.6
19	Cc1cc(C)n2c(SCC(=O)NC3CCCCC3)nnc2n1	8	89	-7	84	-8	-1.0	34	1	0.4
20	Cc1cccc(-n2c(C)cc(/C=N/NC(N)=S)c2C)c1	23	95	3	96	-1	-1.1	12	3	1.0

(cont.)
cpd	SMILES	NALP1 inh	MEKK2wt PB1 HTS	GPR7 antag	MEKK3 PB1 HTS	MEKK2mut PB1 HTS	OXTR agonist	PHOSPHO1 inh	GalR3 antag	V1aR counter
21	CCCNS(=O)(=O)c1ccc(OCC(=O)N2CCCC2)cc1	4	98	-2	94	-4	0.8	32	-4	0.2
22	CN(C(=O)COC(=O)c1cc([N+](=O)[O-])ccc1Sc1ccccc1)C1CCS(=O)(=O)C1 (configuration not stated)	28*	99	8	104	-3	-1.1	-10	-1	-0.5
23	Cc1cc(C)c(NC(=O)Nc2ccccc2C)c(Cl)c1	16	107	-9	116	-5	0.8	6	9	-0.9
24	CC(=O)Nc1ccccc1C(=O)C(=O)Nc1ccc(C(=O)NCC2CCCO2)cc1 (configuration not stated)	3	93	-12	98	-3	1.0	28	2	-0.4
25	O=c1cc(O)c2ccc(O)cc2o1	11	80	4	81	1	-0.1	8	-1	0.1
26	Nc1nnc(CCCCc2cccs2)o1	5	99	-4	104	4	.	23	-1	.
27	Cc1ccc2[nH]c3c(=O)n(Cc4ccncc4)cnc3c2c1	7	97	-7	93	-3	-2.6	-38	2	-1.0
28	CCCc1nc(SCC(=O)N2CCCCCC2)c2c(=O)n(C)c(=O)n(C)c2n1	20	99	-10	98	0	-1.2	25	.	-1.4
29	Cc1ccc(-n2nc(C)c3cc(C(=O)O)sc32)cc1	4	107	-9	104	8	2.8	-1	0	0.9
30	O=C(CNc1n[nH]c(=O)[nH]c1=O)N/N=C/c1cccnc1	35	110	0	101	11	1.2	6	-4	0.2
31	Cn1c(SCC(=O)Nc2ccccc2[N+](=O)[O-])nnc1C(F)(F)F	0	99	2	100	2	0.1	44	-4	0.4
32	CC(C)c1ccc(NC(=S)N2CCN(S(=O)(=O)c3ccccc3)CC2)cc1	5	99	-13	101	5	1.6	23	0	4.3
33	COc1ccc(OC)c(S(=O)(=O)Nc2cc3c(cc2N2CCCC2)n(C)c(=O)c(=O)n3C)c1	-6	107	-9	102	5	-0.3	0	1	0.7
34	O=C(NCCC1=CCCCC1)c1cc(-c2ccncc2)nc2ccccc12	-12	97	-6	98	-4	-1.1	20	8	-0.5
35	O=C(COc1ccccc1)Nc1nnc(COc2ccccc2)s1	4	105	-7	105	0	.	23	-4	.
36	Cc1ccc(-n2nc(C)cc2N)c(C)c1	11	97	-19	101	0	0.2	20	0	0.4
37	CCn1nc(C(=O)N[C@@H](CCSC)c2nc3ccccc3[nH]2)c2ccccc2c1=O	-9	106	-15	105	9	-1.5	0	-1	4.2
38	COCCNC(=O)CC(c1ccccc1)c1ccccc1	6	104	5	99	2	-0.5	12	0	0.1
39	O=C(Cn1c(-c2ccccc2Cl)nc2ccccc21)Nc1cccc(Cl)c1	-2	106	-2	114	5	3.2	4	-3	2.6
40	CC(NC(N)=O)C(=O)Nc1ccc(Cl)c(S(=O)(=O)Nc2ccc(Br)cc2)c1 (configuration not stated)	7	104	-10	107	-1	-0.6	-17	0	-0.9

Gathered by group: the compounds so far containing a nitro group on carbon.
cpd	SMILES	NALP1 inh	MEKK2wt PB1 HTS	GPR7 antag	MEKK3 PB1 HTS	MEKK2mut PB1 HTS	OXTR agonist	PHOSPHO1 inh	GalR3 antag	V1aR counter
8	O=[N+]([O-])c1cccc(-c2noc(COc3ccccc3)n2)c1	35	95	-13	99	-4	-1.7	-20	-6	-0.4
22	CN(C(=O)COC(=O)c1cc([N+](=O)[O-])ccc1Sc1ccccc1)C1CCS(=O)(=O)C1 (configuration not stated)	28*	99	8	104	-3	-1.1	-10	-1	-0.5
31	Cn1c(SCC(=O)Nc2ccccc2[N+](=O)[O-])nnc1C(F)(F)F	0	99	2	100	2	0.1	44	-4	0.4

(cont.)
cpd	molecule	NALP1 inh	MEKK2wt PB1 HTS	GPR7 antag	MEKK3 PB1 HTS	MEKK2mut PB1 HTS	OXTR agonist	PHOSPHO1 inh	GalR3 antag	V1aR counter
41	C=CCNC(=S)NC(=O)c1csc([N+](=O)[O-])c1	5	100	-4	99	0	-1.8	27	6	-0.4
42	CC1(C)NC(=O)N(CC(O)COc2ccc(N3C(=O)c4ccccc4C3=O)cc2)C1=O (configuration not stated)	8	104	-5	108	5	1.6	9	0	2.0
43	O=C(NCc1cnc2ccccn12)C1CCC(=O)N(Cc2cccc(F)c2)C1 (configuration not stated)	7	112	-5	110	5	-0.1	23	0	0.3
44	NC(CO)C12CC3CC(CC(C3)C1)C2 (configuration not stated)	22	107	-18	107	4	0.8	2	-1	-0.8
45	O=C(C#Cc1cccc([N+](=O)[O-])c1)c1ccccc1	-10	101	6	98	1	0.6	26	.	0.6
46	C=CCn1c(SCC(=O)NCc2ccco2)nc2sc3c(c2c1=O)CCCC3	2	103	15	104	4	-0.8	16	2	-0.4
47	N#CCCn1nc(-c2ccc(Cl)cc2)cc1Nc1ccccc1NC(=O)C(F)(F)F	19	100	9	101	3	24*	3	-11	18
48	COc1ccc(C(=O)/C=C/c2ccccc2OC)c(OC(=O)c2ccc([N+](=O)[O-])cc2)c1	.	109	24	109	4	-0.7	.	-3	0.8
49	Cc1ccc(NCc2n[nH]c(=S)n2-c2ccccc2)cc1Cl	5	83	-11	95	-11	1.3	-1	-4	1.5
50	COc1cccc(CNC(=O)c2cccs2)c1	18	97	-5	95	4	-0.9	31	-7	0.2
51	CS(=O)(=O)c1ccc(C(=O)Nc2ccccc2Cl)cc1	5	96	-3	93	-1	1.3	21	-6	0.6

Arranged by value in MEKK2wt PB1 HTS (largest number first): six from the list above.
nr	SMILES	NALP1 inh	MEKK2wt PB1 HTS	GPR7 antag	MEKK3 PB1 HTS	MEKK2mut PB1 HTS	PHOSPHO1 inh	GalR3 antag
48	COc1ccc(C(=O)/C=C/c2ccccc2OC)c(OC(=O)c2ccc([N+](=O)[O-])cc2)c1	.	109	24	109	4	.	-3
44	NC(CO)C12CC3CC(CC(C3)C1)C2 (configuration not stated)	22	107	-18	107	4	2	-1
46	C=CCn1c(SCC(=O)NCc2ccco2)nc2sc3c(c2c1=O)CCCC3	2	103	15	104	4	16	2
45	O=C(C#Cc1cccc([N+](=O)[O-])c1)c1ccccc1	-10	101	6	98	1	26	.
41	C=CCNC(=S)NC(=O)c1csc([N+](=O)[O-])c1	5	100	-4	99	0	27	6
51	CS(=O)(=O)c1ccc(C(=O)Nc2ccccc2Cl)cc1	5	96	-3	93	-1	21	-6

High-throughput results deposited in PubChem by several laboratories.
